LGR2 antag – inhibitors of bursicon-induced Drosophila LGR2 receptor cAMP signaling; actives 0.35% (n = 380,000); inhibition, % at 9.99 µM; HEK293 LGR2, CRE-luciferase, bursicon-stimulated, 4 h;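 active = drop in luminescence signal, shown as inhibition above about 50% in the replicate tests, limit read from the data, passing the limit was not always enough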;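 note: agonist challenge used bursicon conditioned medium at about half maximal strength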
ERAP1 inh – blocks human ERAP1 aminopeptidase activity. inhibition, % at 10.7 µM. actives 0.15% (n = 340,000). Q9NZ08. recombinant ERAP1, Leu-AMC fluorescence, 60 min. AID 652197;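 active = mean replicate inhibition of at least 30%, or all replicates individually reaching that 30% level; inactive = mean below 30% and not every replicate reaching it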;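 note: 0% = neutral control wells and 100% = L-leucinethiol positive control wells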
S100A4 MyoIIA – S100A4-myosin IIA interaction inhibition | P26447 | S100A4/TAMRA-MyoIIA peptide fluorescence polarization | inhibition, % at 10.7 µM | actives 0.14% (n = 360,000) | AID 652163;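 active = mean inhibition of at least 70% across replicates, with every replicate also reaching that level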
Target sequence (P26447 whole entry, looked up): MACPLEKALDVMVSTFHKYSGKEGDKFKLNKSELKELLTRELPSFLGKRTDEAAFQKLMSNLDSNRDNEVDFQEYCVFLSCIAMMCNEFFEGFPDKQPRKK
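Material: S100A4 monomer protein / Buffer or medium: 50 mM HEPES pH 7.2, 10 mM CaCl2, 100 mM KCl / Times: 5 min incubation before reading / Benchmarks: neutral control DMSO, positive control TFP / Reagent: labelled myosin peptide probe, 5 nM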
PGC1a acetyl inh – modulators of PGC1a acetylation | U2OS PGC1a acetylation, AlphaScreen anti-acetyl-lysine; with virally co-expressed GCN5 acetyltransferase | inhibition, % at 15.6 µM | actives 0.17% (n = 350,000);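 active = every replicate shows inhibition of at least 40%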;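 note: 0% = neutral control wells and 100% = positive control wells; some results beyond the cut were filed as inactive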
XiGFP reactiv – activators of X-chromosome reactivation in mouse fibroblasts; actives 0.055% (n = 360,000); activation, % at 7.58 µM; XiGFP mouse fibroblasts, % GFP-positive cells imaging, 3 d; cells co-treated with 5-aza-dC sensitizer; scaled so ellipticine positive control = 100%; AID 743238;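 active = mean normalized replicate activation at least 10% and every replicate at or above 10%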;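 note: 0% = median of on-plate neutral control wells and 100% = ellipticine 6 µM median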
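Material: SV40-immortalized XiGFP fibroblast cells, line 68-5-11 | Buffer or medium: DMEM containing 5-aza-dC | Dosing: One concentration, pinned | Times: 3 d treatment, 15 min room-temperature fixation | Controls: Ellipticine 6 µM positive control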
C2C12 statin – protects C2C12 myotubes from simvastatin toxicity; ATP luminescence, 48 h; scaled: DMSO 0, geranylgeraniol control 100; rescue of ATP level, % at 7.49 µM; actives 0.78% (n = 330,000); AID 602340;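 active = mean ATP rescue above about 67%, or every replicate alone reaching that limit, limit read from the data, passing the limit was not always enough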;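 note: myotubes were challenged with 10 µM simvastatin during compound exposure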
Cneo AK release – causes C. neoformans cell lysis; AID 651654; actives 0.2% (n = 360,000); lysis activity, % at 15 µM; adenylate kinase release luminescence, 4 h; normalised: neutral wells 0, clomiphene wells 100;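 active = mean lysis activity across replicates of at least 80%, whatever share of replicates individually reach that level; inactive = mean lysis activity below 80%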
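Test system: log-phase Cryptococcus neoformans yeast cells; Quantity: yeast cell density of 5 × 10^6 cells/mL; Buffer or medium: YPD; Doses: single compound concentration per well; Timing: 4 h at 37 °C static, read 1 h later; Measured by: AK luminescence; Read-out basis: lysis from increased AK signal; Control set: Clomiphene as positive control.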
SIRT5 block – sirtuin-5 (human) deacylase inhibition | Q9NXA8 | Purified SirT5, succinyl-peptide AMC, trypsin-coupled fluorescence | inhibition, % at 15 µM | actives 1.1% (n = 330,000) | AID 652115; in the data active = inhibition above about 15%
Target sequence (Q9NXA8 whole entry, looked up): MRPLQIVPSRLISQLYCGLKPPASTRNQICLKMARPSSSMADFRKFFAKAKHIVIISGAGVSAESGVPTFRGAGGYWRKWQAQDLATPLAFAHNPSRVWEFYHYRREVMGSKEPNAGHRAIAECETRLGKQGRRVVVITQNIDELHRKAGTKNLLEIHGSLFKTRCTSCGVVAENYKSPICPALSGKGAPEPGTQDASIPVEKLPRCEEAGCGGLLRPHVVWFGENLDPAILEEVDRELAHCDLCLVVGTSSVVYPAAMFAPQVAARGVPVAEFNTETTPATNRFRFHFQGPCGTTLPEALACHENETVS
The depositor's hits bear a star; nt = not tested or not shown; & = joins results of further samples.

Below each compound: PGC1a acetyl inh	ERAP1 inh	SIRT5 block	C2C12 statin	Cneo AK release	S100A4 MyoIIA	XiGFP reactiv	LGR2 antag
C[C@H](CO)N1C[C@H](C)[C@H](CN(C)CC2CC2)Oc2ccc(NC(=O)CCC(F)(F)F)cc2C1=O
→ nt	-0.8	1.6	10.7	5.6	-14.0	0.1	-15.7
COc1ccc(S(=O)(=O)Nc2nc3ccccc3s2)cc1OC
→ 26.9	-2.3	-8.0	2.6	0.9	2.3	nt	4.8
COc1cccc(NC(=O)CN(C)C(=O)c2cn(-c3ccccc3)nc2-c2cccnc2)c1
→ nt	-4.7	-1.6	2.4	0.8	-4.6	0.0	15.0
C[C@@H]1CN([C@@H](C)CO)S(=O)(=O)c2ccc(C3=CCCCC3)cc2O[C@@H]1CN(C)C(=O)Nc1ccc2c(c1)OCO2
→ -21.7	0.9	11.7	-3.4	-2.5	-7.2	-0.5	4.5
COc1ccc(OC)c(S(=O)(=O)N2CCCCC2C(=O)O)c1 (stereo unspecified)
→ 13.4	-5.6	-4.8	15.2	-1.0	-19.2	nt	-7.0
CNC(=S)N(Cc1ccc(OC)cc1)Cc1cc2ccc(C)cc2[nH]c1=O
→ 9.5	-2.4	-2.1	nt	nt	1.4	0.2	-8.1
COc1cccc(CC2(CO)CCN(Cc3cnc(N4CCOCC4)s3)CC2)c1
→ 1.7	5.1	-1.8	nt	nt	-5.7	0.0	-2.2
CC1=C(C(=O)OCc2ccccc2)C(c2ccco2)n2ncnc2N1 (stereo unspecified)
→ 7.8	-2.8	-2.0	11.2	-1.4	-3.8	0.2	-15.5
Cc1ccccc1S(=O)(=O)Cc1ccc(C(=O)NCCc2ccccc2)o1
→ nt	-0.8	-1.3	nt	nt	19.3	0.0	-16.6
c1ccc(COc2ncnc3c2ncn3CCCNCC2CCCO2)cc1 (stereo unspecified)
→ 0.4	-1.6	0.7	1.6	-2.9	0.7	-0.1	-8.7
COc1cccc(C(=O)NNC2=C(C(=O)C(F)(F)F)CCC2)c1
→ 12.0	-0.3	-2.5	nt	-1.6	-5.0	0.0	nt
O=C(c1ccccc1)N1CCN(C2C3CC4CC(C3)CC2C4)CC1 (stereo unspecified)
→ 12.1	nt	nt	-0.4	-4.0	nt	nt	-7.5
O=C(O)c1ccc(CN2C[C@@H](CO)O[C@@H](n3cnc4c(NCc5ccco5)ncnc43)C2)cc1
→ -2.4	-3.7	-2.9	0.2	0.5	-16.5	0.1	-8.7
Cc1ccc(S(=O)(=O)Nc2ccc3c(c2)CC(=O)N([C@@H](C)CO)C[C@@H](C)[C@H](CN(C)Cc2ccc(Cl)c(Cl)c2)O3)cc1
→ -7.5	-0.9	1.9	73.9*	6.6	4.3	0.1	30.6
C[C@@H]1CCCCO[C@@H](CN(C)C(=O)CCCN(C)C)[C@@H](C)CN([C@H](C)CO)C(=O)c2cc(NS(C)(=O)=O)ccc2O1
→ 7.6	0.5	-1.8	-10.4	-1.0	-5.1	-0.7	12.6
C[C@@H]1CN([C@@H](C)CO)C(=O)CCCn2nncc2CO[C@H]1CN(C)Cc1ccc2cccnc2c1
→ -8.5&1.4&-2.8	0.5&3.2	-2.9&-1.8&8.3	0.9&3.4&-1.3	2.3&-2.1&17.6	-2.0&-8.0&9.2	0.0&0.5	10.3&-5.5
COC(=O)CN1C(=O)[C@H]2[C@@H](C3CC3)N3C(=O)CN(Cc4ccc(-c5ccccc5)cc4)C(=O)[C@@]3(Cc3ccccc3)[C@H]2C1=O
→ nt	3.3	-6.5	13.0	-5.2	-1.1	0.1	nt
COc1ccc(-c2cn(Cc3ccc(C(N)=O)cc3)c(-c3ccncc3)n2)cc1
→ -10.7	-1.5	nt	-33.4	-2.4	-1.1	-0.7	-23.0
COc1ccc(CNC(=O)[C@@H](C)NC(=O)[C@@H]2Cc3ccccc3CN2)cc1
→ -13.2	-0.8	-0.3	2.6	1.2	-18.1	nt	0.6
CCOC(=O)N/N=C/c1ccc(F)cc1F
→ nt	3.3	3.4	nt	nt	-1.1	0.0	-2.5
CNC[C@H]1Oc2c(NS(=O)(=O)c3ccc(Cl)cc3)cccc2C(=O)N([C@@H](C)CO)C[C@H]1C
→ 0.6	3.0	-2.3	-1.7	1.9	3.2	0.2	-6.1
CC(NC(=O)CC(c1ccccc1)c1cc(Cl)ccc1O)c1ccccc1 (stereo unspecified)
→ nt	-0.2	-0.9	nt	nt	1.8	0.0	38.9
CCOC(=O)c1c(C)c(C(=O)NCCCOC(C)C)c(C)n1C
→ -13.6	0.7	-4.3	-15.5	0.0	-3.4	nt	2.7
S=c1[nH]nc(C2(c3ccccc3)CCCC2)o1
→ -3.8	nt	-5.1	nt	nt	-1.9	0.0	10.1
O=C(COC(=O)c1ccc(Cl)c(S(=O)(=O)N2CCCC2)c1)NCc1cccs1
→ 11.3	1.8	4.0	nt	nt	-0.2	0.1	18.3
CCOC(=O)c1ccc(N=Cc2cnc(N)nc2N)cc1
→ -16.3	-0.7	-2.2	2.2	-3.7	-8.4	0.3	3.2
COc1cc(/C=N/NC(=O)c2cc(-c3c(C)nn(-c4ccccc4)c3C)n[nH]2)ccc1O
→ nt	-0.9	-0.1	26.4	-0.8	0.4	0.6	-30.0
COc1ccc(NC(=O)N(C)C[C@H]2Oc3ccc(NS(=O)(=O)c4ccc(OC)cc4)cc3C(=O)N([C@H](C)CO)C[C@@H]2C)cc1
→ 6.5	-0.3&0.0	-5.7&-1.6	11.6	4.6	1.0&3.6	0.2&0.0	-13.1&7.0
COc1cc(NC(=O)c2ccnn2C)c(OC)cc1Cl
→ nt	4.7	2.1	nt	nt	-1.0	0.0	2.3
COc1ccc(Cl)cc1Nc1nc(NCCO)nc(N2CCCC2)n1
→ -13.7	-1.8	-6.5	nt	0.3	-2.3	nt	-9.2
COc1ccccc1NC(=S)N(c1ccccc1)C(C)C
→ 45.1	-1.4	-6.0	8.4	3.4	-3.7	0.0	-44.9
C[C@@H]1CN([C@H](C)CO)S(=O)(=O)c2ccc(C3=CCCCC3)cc2O[C@@H]1CN(C)C(=O)C1CCOCC1
→ -1.7	0.4	6.2	-8.5	-1.7	2.8	-0.1	0.7
CC[C@]12c3[nH]c4ccc(Cl)cc4c3CCN1C(=O)[C@@H](CC(=O)NCCCOC)C[C@@H]2C(=O)N1CCN(C(=O)C2CC2)CC1
→ -8.7	-6.4	-7.3	7.8	0.0	3.4	0.1	-5.4
COc1ccc(NC(=O)CSc2nc(N)c(-c3ccccc3)c(=O)[nH]2)cc1
→ nt	1.2	0.5	0.6	nt	-25.6	nt	2.2
N#C/C(=C\c1ccc(OCc2ccc(C(=O)O)cc2)cc1)C(=O)N1CCOCC1
→ nt	2.3	3.7	nt	nt	4.7	0.2	80.2*
Nc1cc(-c2ccc(Cl)cc2)nn1S(=O)(=O)c1ccc(Cl)cc1
→ 6.0	4.8	-0.3	nt	-0.5	-1.9	0.0	-8.7
Cc1noc(C)c1NC(=O)Nc1ccc2c(c1)C(=O)N([C@@H](C)CO)C[C@H](C)[C@@H](CN(C)Cc1ccc(Cl)c(Cl)c1)OCCCC[C@H](C)O2
→ -4.3	-3.1	15.4*	nt	-0.6	2.4	0.0	8.1
Cc1cc(CNC(=O)C2CCC(=O)N(CCc3cccc(F)c3)C2)on1 (stereo unspecified)
→ 1.7	-0.7	1.3	-1.2	1.2	0.6	0.2	-1.4
COc1ccc(OC)c(CCNC(=O)CCc2nnc3ccc(N4CCCCC4)nn23)c1
→ 8.8	-0.8	-3.8	-7.0	nt	5.6	0.0	13.6
OC(c1ccccc1)c1nc(-c2cccc(F)c2)cs1 (stereo unspecified)
→ -8.6	3.3	-2.5	-2.3	0.8	0.6	0.3	nt
CC(=O)N1c2ccc(S(=O)(=O)NCC3CCC(C(=O)Nc4cc(C)ccn4)CC3)cc2CC1C (stereo unspecified)
→ -32.0	-5.4	0.9	12.6	0.4	-0.5	-0.1	30.9
CC=Cc1ccc2n(c1=O)C[C@H]1[C@H](CO)[C@@H](C(=O)N(C)C)N(CC3CCCCC3)[C@@H]21 (mixture of isomers)
→ -9.9	-3.1	-4.6	3.3	-1.9	-22.5	0.1	3.4
CCCCNS(=O)(=O)c1ccc(Br)cc1N1CCC[C@H]1CO
→ -2.3	1.4	-0.3	2.0	0.3	-2.8	0.1	-6.9
Cc1ccc(NC(=O)CSCC(=O)Nc2ccccc2N2CCCCC2)cc1
→ nt	2.8	-5.9	-4.2	0.1	-2.8	0.0	5.9
CC1C=NC(S(=O)(=O)N2CC[C@H]3[C@@H](CO)N(C)c4ccc(-c5ccccc5F)cc4[C@H]32)=N1 (stereo partly specified)
→ 10.3	-1.6	-2.5	-5.1	10.7	-19.5	0.4	11.5
C#CCNC(=O)C[C@@H]1C[C@@]2(C(=O)OCC)CCC=C2N(Cc2ccc(Cl)cc2Cl)C1=O
→ nt	-1.5	-0.1	nt	nt	-0.5	-0.1	-11.3
CCN(CC)CCNS(=O)(=O)c1ccc(/C=C/C(=O)O)cc1
→ 6.9	-2.6	1.6	-8.6	-0.8	0.6	0.2	12.9
COCCn1c(-c2ccc(Br)cc2)nc2oc3cc(OC)ccc3c(=O)c2c1=O
→ 6.0	-0.9	-0.7	nt	-0.5	-1.9	-0.1	2.9
C[C@H](NC(=O)C[C@H]1CC[C@@H]2[C@H](COC[C@@H](O)CN2C)O1)c1ccccc1
→ 2.9	-1.2	-1.5	-17.6	-0.3	-1.9	0.0	-3.0
O=C(COc1ccccc1)Nc1ccncc1Cl
→ nt	-1.1	0.7	nt	0.5	-4.2	0.0	-5.4

Single values from above.
Result of C[C@H](NC(=O)C[C@H]1CC[C@@H]2[C@H](COC[C@@H](O)CN2C)O1)c1ccccc1 in Cneo AK release: -0.3
Result of Cc1ccc(NC(=O)CSCC(=O)Nc2ccccc2N2CCCCC2)cc1 in Cneo AK release: 0.1

Next compounds
Below each compound: PGC1a acetyl inh	ERAP1 inh	SIRT5 block	C2C12 statin	Cneo AK release	S100A4 MyoIIA	XiGFP reactiv	LGR2 antag
COc1ccc(-c2coc3c(C(=O)NCc4ccc(C(F)(F)F)cc4)cccc23)c(C)c1
→ -12.4	-3.3	0.6	9.7	-7.4	-6.4	0.0	2.1
CCN(CC)CCCN=C(N)N
→ nt	3.4	3.4	nt	nt	33.4	0.0	4.5
Nc1c(C(=O)c2cccs2)oc2ccccc12
→ nt	-2.0	2.4	5.0	-0.4	2.7	nt	-50.0
Cc1nc(Cc2nnc(SCC(=O)N(C)c3ccccc3)o2)cs1
→ 25.5	0.3	-4.6	5.5	1.5	-0.4	-0.3	12.4
COc1ccc(C(=O)N2CCSCC2)cc1OC1CCN(C(C)=O)CC1
→ nt	1.6	-2.7	-4.5	-1.6	0.7	0.0	-0.1
Cc1cc(=O)[nH]c(SCc2nc3ccc([N+](=O)[O-])cc3[nH]2)n1
→ nt	14.9	2.8	nt	nt	-0.1	0.2	-24.7
Cc1ccc2c(ccn3cc4c(c(=O)n(C)c(=O)n4C)c23)c1
→ -1.7	-1.7	-1.1	-19.2	nt	3.5	0.0	8.6
CCOP(=O)(c1ccccc1)C1(C#N)CC1 (stereo unspecified)
→ nt	-0.7	-1.8	nt	nt	-0.9	0.0	5.6

Screening results deposited in PubChem BioAssay by Broad Institute.

Not all compounds are listed; rates above refer to the full screens.
